Vc quorum ag: inducers of Vibrio cholerae quorum light production without autoinducers; V. cholerae BH1578 lux reporter, luminescence, 6 h; activation, % at 18.7 µM; 350,000 compounds, 0.16% hits; in the data active = activation mostly above about 9.7%, no sharp cut-off; also: not every result past the cut was called active; inactives centre near 0; reference of the scale not given here
3CLpro inhibitor: SARS-CoV 3CLpro protease inhibition. P0C6X7. recombinant SARS-CoV 3CLpro, quenched FRET peptide cleavage. inhibition, % at 6 µM. 290,000 compounds, 0.14% hits. AID 1706; in the data active = inhibition above about 12%
Mtb FBA inh: Mtb fructose-bisphosphate aldolase inhibition | P9WQA3 | purified M. tuberculosis FBA, fluorescence read-out | inhibition, % at 1 µM | 360,000 compounds, 2.3% hits | AID 588726; in the data active = inhibition above about 27%;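 also: 0% = vehicle and 100% = reference inhibitor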
Mtb BioA inh: blocks M. tuberculosis BioA enzyme activity | purified M. tuberculosis BioA enzyme, plate reader | inhibition, % at 9.99 µM | 360,000 compounds, 0.096% hits | AID 602481; in the data active = inhibition above about 40%
UGM FP inh: blocks M. tuberculosis UGM enzyme | 320,000 compounds, 0.06% hits | inhibition, % at 10 µM | AID 504406 | purified UGM, fluorescence polarization probe displacement; in the data active = inhibition above about 10%, passing the limit was not always enough
PriA SSB inh: inhibitors of Klebsiella pneumoniae PriA binding to SSB C-terminal tail | AlphaScreen SSBct-PriA binding, biotinylated peptide | inhibition, % at 33 µM | 430,000 compounds, 0.6% hits | AID 1272365; in the data active = inhibition mostly above about 37%, no sharp cut-off; inactive = mostly below about 20%;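 also: plate controls were negative control peptide for no effect and reference peptide for full effect; strong numbers were not always called active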
MazEF act: activators of E. coli MazEF toxin-antitoxin RNase. FAM/BHQ RNA-DNA oligo cleavage fluorescence, 5 h. activation, % at 20 µM. 350,000 compounds, 0.32% hits. AID 504720; in the data active = activation above about 50%
Target sequence (P0AE70 whole entry, looked up): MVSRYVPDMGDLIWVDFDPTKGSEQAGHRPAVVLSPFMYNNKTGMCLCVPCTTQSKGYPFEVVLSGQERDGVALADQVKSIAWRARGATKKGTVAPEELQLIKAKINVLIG
Rv3671c protease: Rv3671c (M. tuberculosis) protease inhibition | 320,000 compounds, 0.048% hits | inhibition, % at 5.96 µM | AID 2606; in the data active = inhibition above about 38%;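 also: extracellular domain of Rv3671c used as enzyme; 0% = enzyme with DMSO and 100% = no enzyme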
Target sequence (P9WHR9 whole entry, looked up, the tested form may be a part): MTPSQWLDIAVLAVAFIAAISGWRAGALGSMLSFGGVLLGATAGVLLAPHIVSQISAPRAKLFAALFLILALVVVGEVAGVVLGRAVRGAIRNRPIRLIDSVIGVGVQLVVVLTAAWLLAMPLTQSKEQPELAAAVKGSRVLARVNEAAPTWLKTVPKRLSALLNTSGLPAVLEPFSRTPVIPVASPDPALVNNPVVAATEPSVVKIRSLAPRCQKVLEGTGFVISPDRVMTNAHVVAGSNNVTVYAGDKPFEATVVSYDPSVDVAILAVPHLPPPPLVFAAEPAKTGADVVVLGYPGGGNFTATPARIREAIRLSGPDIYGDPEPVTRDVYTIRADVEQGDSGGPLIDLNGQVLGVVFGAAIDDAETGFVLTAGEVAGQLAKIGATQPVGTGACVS
VHR inh abs: blocks human VHR1 dual specificity phosphatase | P51452 | recombinant VHR phosphatase, pNPP absorbance | inhibition, % at 13.3 µM | 290,000 compounds, 0.52% hits; in the data active = inhibition above about 50%; also: some compounds called inactive have numbers as strong as hits
Target sequence (P51452 whole entry, looked up): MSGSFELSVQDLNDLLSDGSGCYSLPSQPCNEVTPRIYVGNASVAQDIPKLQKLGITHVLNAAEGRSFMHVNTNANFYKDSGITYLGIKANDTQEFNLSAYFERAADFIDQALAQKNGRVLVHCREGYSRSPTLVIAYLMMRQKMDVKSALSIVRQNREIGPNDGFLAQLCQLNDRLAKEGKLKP
GDH-TPI counter: inhibits GDH-TPI coupling enzymes, artifact for Mtb FBA screen; inhibition, % at 4.8 µM; AID 588335; 360,000 compounds, 1.2% hits; GDH-TPI coupled enzyme counterscreen, NADH absorbance; in the data active = inhibition above about 30%;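 also: 0% = DMSO wells and 100% = wells lacking the enzyme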
Active calls of the source: *; i = inactive; . = not tested or not shown. This is a subset (hit frequency here may not be typical).

Values run as follows: Vc quorum ag	3CLpro inhibitor	Mtb FBA inh	Mtb BioA inh	UGM FP inh	PriA SSB inh	MazEF act	Rv3671c protease	VHR inh abs	GDH-TPI counter
> O=C(NCCc1ccccn1)C1CCN(S(=O)(=O)c2ccc3ccccc3c2)CC1
 : 0.4	6	-2	.	-0.9	-8	0	3	19	-4
> CSc1ncccc1C(=O)OCC(=O)c1ccccc1
 : -0.6	3	-9	0.3	-0.2	-3	7	-2	-10	-3
> Cc1ccc(NCCC(=O)c2ccccc2)cc1Cl
 : i	-3	4	-0.4	-1.4	-3	-1	0	1	9
> CCN(C(=S)NCc1ccccc1)c1ccccc1
 : i	-1	-5	.	-1.6	-11	7	12	-3	1
> O=C(Nc1nnc(-c2ccc(Cl)cc2)o1)c1cccc(N2C(=O)CCC2=O)c1
 : -0.2	-1	4	.	-0.8	-30	-5	-12	9	8
> Cc1ccc(S(=O)(=O)NCC(=O)N(c2ccccc2)C(C(=O)NCc2ccccc2)c2ccco2)cc1 (centres undefined)
 : -0.6	-1	1	1.1	.	-3	-2	9	3	6
> COc1ccc(Cl)cc1NC(=O)COC(=O)CCc1cc(OC)c(OC)c(OC)c1
 : -0.5	-2	2	2.9	-0.5	-5	10	1	23	-8
> CSc1nc2sc(-c3ccccc3)cc2c(=O)n1N
 : -4.2	-7	2	-0.3	0.9	-2	-48	6	34	5
> Cc1cc(C)cc(N=C2NC(=O)/C(=C/c3cccs3)S2)c1
 : -0.3	8	1	.	0.8	15	-1	-21	-4	15
> CCOc1ccc(CN(C)CC(O)COC(c2ccc(OC)cc2)c2ccc(OC)cc2)cc1 (centres undefined)
 : i	-6	6	-1.1	-3.7	18	-2	1	-9	4
> O=[N+]([O-])c1cc(C(F)(F)F)cc([N+](=O)[O-])c1N1CCCNCC1
 : i	-1	-6	1.2	-2.7	7	7	4	18	-13
> O=C(c1cccc(-c2ccc(O)cc2)c1)N1CCOCC1
 : i	0	-1	-1.0	3.2	-26	-4	-2	13	4
> CC(C)(C#N)NC(=O)c1ccco1
 : -0.6	5	-2	-0.8	-2.5	-6	3	-1	5	-3
> CC1(C)CC(=O)C=C(Nc2ccc(Br)cc2F)C1
 : i	1	1	-3.1	1.1	-4	2	-6	-6	21
> CC(O)(CS(=O)(=O)c1ccccc1)C(=O)Nc1cccc(C(F)(F)F)c1 (centres undefined)
 : -0.1	-7	0	-0.5	2.3	-11	5	-5	2	-11
> COc1ccc(C)cc1S(=O)(=O)N1CCC(C)CC1
 : i	1	0	-1.1	-2.3	-14	6	-5	-6	8
> CCOC(=O)N1CCN(C(=O)c2c(-c3ccccc3)noc2C)CC1
 : -0.2	4	2	-1.6	1.5	-15	3	-5	2	17
> Cc1ccc(NC(=O)C(C)SCc2nc3sc4c(c3c(=O)[nH]2)CCCC4)nc1 (centres undefined)
 : 1.6	5	10	-1.2	1.5	5	-15	-9	20	6
> O=C(Nn1cc(C(=O)Nc2ccc(F)cc2F)c2ccccc2c1=O)c1cnccn1
 : -0.2	2	-3	0.5	-1.2	16	2	0	12	-1
> CCOc1c(Br)cc(CNc2ccc(N3CCOCC3)cc2)cc1OC
 : -0.7	0	-5	-0.3	0.3	71	-1	-3	21	10
> Cc1cc(C(=O)Cn2nc(C(=O)O)c3ccccc3c2=O)c(C)n1-c1cccc(C(F)(F)F)c1
 : -0.4	-6	-2	-0.2	1.4	-8	-30	-5	4	6
> O=C(Nc1cc(C(F)(F)F)ccc1N1CCOCC1)c1ccc[n+]([O-])c1
 : 1.2	3	-2	-0.2	1.9	-21	3	-4	-2	1
> COc1ccc2[nH]cc(CCNC(=O)Cc3ccc(Cl)cc3)c2c1
 : i	-2	1	1.5	-1.4	12	-1	-6	24	4
> CC(=O)Nc1nc(SCCCc2ccccc2)n[nH]1
 : 0.7	5	9	-0.4	-1.3	-3	-5	7	36	-2
> CSc1ccc(NC(=O)N2CCC(C(=O)c3ccc(F)cc3)CC2)cc1
 : -0.3	6	-3	-6.6	2.4	-4	4	1	17	11
> O=c1c2ccccc2nc(-c2ccccc2)n1O
 : -0.9	.	-2	0.2	0.1	-6	-7	5	.	-8
> CCOc1cc(-c2noc(-c3cccnc3)n2)ccc1OC
 : -2.9	-3	6	1.6	-1.1	-4	5	0	13	-2
> Cc1cccc(CCN(CC(=O)NC(C)(C)C)C(=O)c2csnn2)c1
 : -0.2	-1	0	.	-0.7	-12	-3	4	13	2
> CSc1ccc(CNC2CN3CCC2CC3)cc1 (centres undefined)
 : -0.4	-2	0	-1.9	0.1	-12	0	-10	6	-1
> CCC(=O)c1ccc(OCC(=O)OCC(=O)c2cc(C)n(C3CC3)c2C)cc1
 : i	.	0	.	6.5	5	-2	-10	.	8
> COc1ccccc1C(=O)COC(=O)CNS(=O)(=O)c1ccc(C)cc1
 : 0.1	3	3	-0.9	0.4	2	8	-13	7	6
> Cc1occc1-c1nnc(SCC(=O)Nc2ccc3c(c2)OCO3)n1CC1CCCO1 (centres undefined)
 : -0.3	0	-2	-1.8	0.6	-3	1	-2	-2	7
> COCCn1c(SCC(=O)Nc2nnc(C)s2)nnc1-c1ccco1
 : -0.2	4	-1	.	0.4	-3	16	-1	25	-4
> O=C(NC1CCCCC1)c1noc2c1CCCCC2
 : i	3	2	.	2.6	-9	-4	-19	3	5
> CS(=O)(=O)c1ccc(NC(=O)c2cc3c(cc2Cl)N2CCCCCC2=NS3(=O)=O)cc1
 : i	.	1	-0.1	.	-6	-1	.	.	6
> NS(=O)(=O)c1ccc(NC(=O)CSc2nc3ccccc3c(=O)n2Cc2ccncc2)cc1
 : -1.5	.	0	-0.7	2.0	-4	-1	-5	.	3
> CCOc1ccc(Cc2nc(-c3nonc3N)no2)cc1OCC
 : i	2	6	-1.0	-0.3	-2	3	2	1	5
> CC12CCC(=O)N1C(C(=O)Nc1nnc(SCc3ccccc3)s1)CS2 (centres undefined)
 : -2.5	.	3	1.0	4.3	5	0	-2	.	-3
> CC(C)NC(=O)Cn1c(=O)cnc2ccccc21
 : i	-4	5	0.6	-0.1	-11	8	7	-4	15
> Cn1c(CCNC(=O)OC(C)(C)C)n[nH]c1=S
 : -0.2	-1	4	0.1	0.0	-12	-7	7	40	6
> Cc1cc(NS(=O)(=O)c2ccc(NC(=O)/C=C/c3ccccc3Cl)cc2)no1
 : .	6	-1	-6.8	1.9	0	-4	-3	1	17
> COCCNC(=O)C(c1ccc(C)o1)N(C(=O)C(=O)NC1CCCCC1)c1ccc(F)cc1 (centres undefined)
 : i	0	-3	-1.7	-1.1	-6	7	1	30	-1
> CCCCOc1ccc(S(=O)(=O)Nc2ccc(NC(C)=O)cc2)cc1
 : -2.0	1	-2	-0.3	4.1	-7	-1	-10	14	4
> CCCn1nnnc1-c1cc(Cl)cc(Cl)c1
 : -0.4	2	2	-3.0	1.1	-19	-3	-5	19	-8
> O=C1Nc2ccccc2C(=O)C1(Cl)Cc1ccccc1 (centres undefined)
 : i	-2	6	9.9	1.1	-17	-1	-9	-6	4
> CN(Cc1cccc(F)c1)C(=O)c1cccc(S(=O)(=O)N2CCN(Cc3ccccc3)CC2)c1
 : -0.5	-1	-2	-0.5	3.3	-8	8	7	20	-6
> CCc1nc2c(OCCn3cccc3)cccn2c1N(C)C(=O)C1CC1
 : -0.2	.	-1	0.1	.	.	.	.	.	1
> O=C(Oc1ccc(/C=N/NC(=O)c2ccccn2)cc1)c1ccc(Br)cc1
 : i	-8	-1	0.8	-1.5	.	-117	-5	-11	8
> O=C1CCN(Cc2ccccc2)C=C1c1ccc(Br)cc1
 : i	.	3	1.3	-0.8	9	1	9	.	21
> CN(CC(=O)Nc1ccc(F)cc1)C(=O)COC(=O)CSc1ccc(F)cc1
 : 0.9	.	0	-0.4	-0.4	-12	4	-4	.	-1
> COC(=O)CSc1nnc(-c2ccc(S(=O)(=O)N3CCCC3)cc2)n1C
 : -0.2	-3	5	0.0	0.1	-17	9	-3	2	-7
> CC1(C)Cc2c(sc3nc(-c4ccccc4)n(N)c(=O)c23)CO1
 : -5.6	0	1	-0.4	-1.1	-5	-16	-1	-8	7
> Cc1ccccc1C(=O)N1[C@@H](C(C)C)COc2cc(Br)ccc2S1(=O)=O
 : -0.7	.	-1	-0.8	.	-6	-1	.	.	0
> CCCS(=O)(=O)N1CCCC(C(=O)NCCN2CCC(Cc3ccccc3)CC2)C1 (centres undefined)
 : -17	3	1	-0.8	1.2	-7	1	0	7	-8
> COc1ccc(CCC(=O)N2CCN(S(=O)(=O)c3cccc(Cl)c3)CC2)cc1
 : -0.3	.	4	0.4	-3.7	-4	-5	5	.	-1
> Cc1ccc(C2NC(=O)NC3=C2CCc2ccccc23)cc1 (centres undefined)
 : i	4	35*	.	1.8	-6	0	9	8	5
> FC(F)(F)c1ccccc1NC(=S)N1CCc2ccccc2C1
 : -0.4	2	-5	.	0.2	-6	5	-5	24	-6
> CCCC(=O)OCC(=O)Nc1cc(Cl)ccc1[N+](=O)[O-]
 : -1.1	4	-4	.	-0.4	43*	-2	-1	13	3
> CC(Sc1ncnc2sccc12)C(=O)Nc1ccc(S(N)(=O)=O)cc1 (centres undefined)
 : .	.	-1	.	-0.7	-13	0	-1	.	3
> COc1ccc(NC(=O)CN2C(=O)c3ccccc3Sc3ccc(C(=O)N4CCOCC4)cc32)c(OC)c1
 : -0.4	0	-2	-0.9	0.2	-1	-16	9	10	-9
> O=C(CSc1nnc(-c2cccnc2)o1)Nc1ccc(Br)cc1
 : -0.2	1	0	-1.6	2.3	-2	-25	10	40	-1

Sorted by SMILES length (smallest number first): some entries from above
Values run as follows: Vc quorum ag	3CLpro inhibitor	Mtb FBA inh	Mtb BioA inh	UGM FP inh	PriA SSB inh	MazEF act	Rv3671c protease	VHR inh abs	GDH-TPI counter
> O=C1CCN(Cc2ccccc2)C=C1c1ccc(Br)cc1
 : i	.	3	1.3	-0.8	9	1	9	.	21
> COC(=O)CSc1nnc(-c2ccc(S(=O)(=O)N3CCCC3)cc2)n1C
 : -0.2	-3	5	0.0	0.1	-17	9	-3	2	-7
> COc1ccc(CCC(=O)N2CCN(S(=O)(=O)c3cccc(Cl)c3)CC2)cc1
 : -0.3	.	4	0.4	-3.7	-4	-5	5	.	-1

Structures from the list above that contain a tert-butyl group (2):
Values run as follows: Vc quorum ag	3CLpro inhibitor	Mtb FBA inh	Mtb BioA inh	UGM FP inh	PriA SSB inh	MazEF act	Rv3671c protease	VHR inh abs	GDH-TPI counter
> Cc1cccc(CCN(CC(=O)NC(C)(C)C)C(=O)c2csnn2)c1
 : -0.2	-1	0	.	-0.7	-12	-3	4	13	2
> Cn1c(CCNC(=O)OC(C)(C)C)n[nH]c1=S
 : -0.2	-1	4	0.1	0.0	-12	-7	7	40	6
